# Compound activity: PubChem BioAssay, NCI
# NCI-60 one-dose screen, 48 h, at 10 µM unless noted. Numbers give growth in % (100 = growth as untreated, 0 = no growth, -100 = all killed).
# NCI-H226 – NCI-H226 lung cancer; hit rate 3.5% among 79,000
# NCI-H460 – NCI-H460 lung cancer | hit rate 6.8% among 82,000 | AID 1794736
# HT29 – HT29 colon cancer | hit rate 7.4% among 81,000 | AID 1794748
# COLO 205 – COLO 205 colon cancer. AID 1794742. hit rate 7.3% among 79,000
# SW-620 – SW-620 colon cancer; hit rate 5.2% among 82,000
# KM12 – KM12 colon cancer cells | hit rate 5% among 82,000
# HCT-116 – HCT-116 colon cancer | AID 1794798 | hit rate 7.3% among 82,000
# NCI-H322M – NCI-H322M lung cancer | AID 1794733 | hit rate 2.7% among 80,000
# HCT-15 – HCT-15 colon cancer. hit rate 5.2% among 82,000
# * hit, by the source's call; nt = no result given. The calls were made as follows: active = growth percent below 10; inactive = the rest. No enrichment for hits; 11% or so of the library scored in one or more.
SMILES,NCI-H226,NCI-H460,HT29,COLO 205,SW-620,KM12,HCT-116,NCI-H322M,HCT-15
Fc1cccc(COc2cccnc2NC(=S)NCc2ccccc2)c1,99,103,106,109,106,103,96,104,101
CC(C)(C)c1ccc(OCCOC=O)cc1,104,112,105,113,98,111,96,92,102
COc1ccc(-c2ccc(-c3ccc(C(=N)N)cn3)s2)cc1OC,96,100,65,103,90,96,80,98,100
O=C(CSc1nnc(-c2c[nH]c3ccccc23)n1-c1ccccc1)c1ccc(Br)cc1,39,34,57,13,80,35,54,46,44
CC(=O)Nn1cc(C(=O)c2ccccc2O)cc(-c2ccccc2)c1=O,90,108,106,109,107,107,96,96,105
CCCCCCCCCCCCCCCCNC(=O)NCCC,90,101,110,117,103,103,97,100,102
CS(=O)(=O)Oc1ccc(-c2cn3ccoc3n2)cc1,104,103,106,109,103,102,105,107,103
OCCOCC(F)(F)F,105,108,105,112,100,113,106,98,108
N#Cc1c(-c2ccc(Cl)cc2)nc(SCC(=O)NCCc2ccc(S(N)(=O)=O)cc2)[nH]c1=O,95,107,100,119,102,105,108,103,103
Cc1nn2c(CCC(=O)c3nc4ccccc4[nH]3)nnc2s1,104,111,100,nt,105,107,98,99,105
COc1cc(/C=N/N=C2\C(=O)Nc3ccc(Br)cc32)ccc1F,91,108,107,108,104,100,100,96,92
COc1cc2c(cc1OC)C(c1ccc(S(N)(=O)=O)cc1)NCC2 (stereo not drawn),91,114,115,111,109,105,90,108,106

# 6 neighbouring compounds already listed:
SMILES,NCI-H226,NCI-H460,HT29,COLO 205,SW-620,KM12,HCT-116,NCI-H322M,HCT-15
CS(=O)(=O)Oc1ccc(-c2cn3ccoc3n2)cc1,104,103,106,109,103,102,105,107,103
OCCOCC(F)(F)F,105,108,105,112,100,113,106,98,108
N#Cc1c(-c2ccc(Cl)cc2)nc(SCC(=O)NCCc2ccc(S(N)(=O)=O)cc2)[nH]c1=O,95,107,100,119,102,105,108,103,103
Cc1nn2c(CCC(=O)c3nc4ccccc4[nH]3)nnc2s1,104,111,100,nt,105,107,98,99,105
COc1cc(/C=N/N=C2\C(=O)Nc3ccc(Br)cc32)ccc1F,91,108,107,108,104,100,100,96,92
COc1cc2c(cc1OC)C(c1ccc(S(N)(=O)=O)cc1)NCC2 (stereo not drawn),91,114,115,111,109,105,90,108,106

# Going on with the list.
SMILES,NCI-H226,NCI-H460,HT29,COLO 205,SW-620,KM12,HCT-116,NCI-H322M,HCT-15
C/C(=C(/c1ccc(Cl)cc1)c1ccc(OCCN)cc1)c1cccc(O)c1,96,98,101,106,94,105,100,96,103
CC(=O)N[C@H](C(=O)N[C@H](Cc1ccccc1)C(=O)N[C@H](CS)C(=O)N[C@H](CCCN=C(N)N)C(=O)N[C@H](CCCN=C(N)N)C(=O)N[C@H](CCCN=C(N)N)C(N)=O)[C@@H](C)O,98,102,113,109,106,111,103,99,107
Cc1cc(Br)c(NC(=O)c2c(-c3c(Cl)cccc3Cl)noc2C)c(Br)c1,121,91,105,119,101,102,93,104,103
CN1CCN(c2nc(-c3csc(-c4cccs4)n3)cc3ccccc23)CC1,95,-26*,-27*,-51*,9.1*,5.4*,47,81,7.3*
CC(=O)NN1CCN(C)CC1,95,101,107,127,112,108,100,90,90
COc1ccc2c(c1OC)C(=O)OC2C1c2c(c(COC(=O)C(NC(=O)OC(C)(C)C)C(C)C)c3c(c2OC)OCO3)CCN1C (stereo not drawn),99,100,98,102,96,101,86,100,93
COc1ccc(Cn2cc3c(c2-c2ccc(OC)cc2)CCCc2cnoc2-3)cc1,96,101,100,99,84,77,96,94,83
COC(=O)[C@@H](NS(=O)(=O)N(c1ccc(F)cc1)C1CCN(C(=O)c2ccc(F)cc2)CC1)C(C)C,99,112,101,131,108,100,101,107,111
c1ccc2c(c1)oc1cc3c(cc12)nnc1cccn13,98,112,103,nt,108,100,100,91,104
O=C(O)c1ccc(-c2nn(-c3ccc(C(F)(F)F)cc3)cc2/C=N/NS(=O)(=O)c2ccccc2)cc1,106,102,108,108,104,100,94,107,104
N#C/C(=C/c1ccc(Cl)cc1)C(=O)O,100,109,107,105,108,nt,96,104,97
Nc1ncnc2c1N=C(c1ccc(Cl)cc1)CC(c1ccc3c(c1)OCO3)N2 (stereo not drawn),91,103,92,99,100,103,84,112,99
O=C(c1ccccc1)c1c(/C=C/c2ccc(Cl)cc2)c2ccccc2[nH]c1=O,94,110,96,104,109,99,96,87,98
O=C(Nc1ncc(Cc2ccccc2)s1)c1ccccc1,103,106,83,94,81,68,71,94,63
CC[C@H](CC[C@@H](C)[C@H]1CC[C@H]2[C@@H]3C/C(=C/c4ccco4)C4=C/C(=C/c5ccco5)CC[C@]4(C)[C@H]3CC[C@]12C)C(C)C,102,98,99,102,86,100,78,99,88
CC(C)(CCCCC(C)(C)/C(=N/O)c1ccccc1)/C(=N/O)c1ccccc1,99,106,82,95,105,106,86,96,105
CC(C)(C)c1cc(C(C)(C)C)c(O)c(C(C)(C)C)c1,91,106,96,105,100,104,110,101,110
COc1ccc(/C=C/C(=O)c2ccc(NC(=O)CSc3nnc(-c4ccccc4)o3)cc2)cc1OC,105,100,105,121,104,97,78,87,97
C[C@H]1[C@H]2[C@H]3CC[C@@H]4[C@@]5(C)CC[C@H](O)C(C)(C)[C@@H]5CC[C@@]4(C)[C@]3(C)CC[C@]23CO[C@]1(C)[C@@H](C(=O)/C=C\c1cccnc1)C3,77,41,99,56,32,54,14,88,39
O=C(N/N=C\c1cc(Br)ccc1O)c1ccncc1,40,6.7*,36,7.9*,38,26,21,41,21
O=[N+]([O-])c1cc(CCl)ccc1OCCBr,95,101,97,107,106,113,94,104,91
CC(=O)c1cc2c(cc1C)CCCC2(C)C,101,107,104,112,111,111,110,nt,108
CCOC(=O)c1c(/N=C2\SC(=O)/C(=C\C(=O)OC)N2NC)sc2c1CCN(C(=O)OCC)C2,99,101,99,109,105,99,95,98,96
CS(=O)(=O)c1ccc([N+](=O)[O-])cc1,95,109,111,131,118,108,102,110,113
CCOC(=O)c1ccc2n1CCc1cnc(NC(C)=O)nc1-2,88,108,113,121,106,116,103,98,101
COc1c2occc2c(OC)c2c(=O)c(C(C)=O)c(C)oc12,107,106,106,106,107,107,100,94,112
C#CCn1cc(/C=N/Nc2nc(-c3ccc(Cl)cc3)cs2)c2ccccc21,90,98,101,108,97,98,95,96,96
COc1cccc(Cc2nn3cc(-c4ccccc4)nc3s2)c1,110,105,55,106,31,89,2.8*,92,77
Cc1cc(=O)oc2c(C)cc(C(C)(C)C)cc12,90,108,94,94,105,105,90,99,98
Nc1ccc(Br)cc1Br,91,113,110,111,101,111,101,94,99
Cc1ccc(C(=O)CCCC(=O)c2ccc(C)cc2)cc1,110,111,111,112,108,103,100,130,98
CC(=O)Nc1ccc(C)cc1Br,103,97,96,110,101,99,107,102,104
CC(=O)N1CCOC12CCN(Cc1ccccc1)CC2,116,109,nt,102,109,116,112,nt,108
C#CCOc1ccc(C(Nc2ccc(F)c(Br)c2)c2nnnn2C2CCCCC2)cc1OC (stereo not drawn),74,62,47,73,86,73,45,77,59
N#Cc1cc2n(c1N)C(=S)N(c1ccccc1)C2=O,92,107,106,125,107,108,100,109,106
CCOC(=O)C[C@@H]1C(=O)N2CC[C@]3(C(=O)Nc4ccc(Br)cc43)[C@H]2C[C@@H]1C(=O)OCC,99,102,107,117,102,107,97,102,101

# Some of these compounds in order of molar mass, high to low.
SMILES,NCI-H226,NCI-H460,HT29,COLO 205,SW-620,KM12,HCT-116,NCI-H322M,HCT-15
C#CCOc1ccc(C(Nc2ccc(F)c(Br)c2)c2nnnn2C2CCCCC2)cc1OC (stereo not drawn),74,62,47,73,86,73,45,77,59
COc1cccc(Cc2nn3cc(-c4ccccc4)nc3s2)c1,110,105,55,106,31,89,2.8*,92,77
Cc1cc(=O)oc2c(C)cc(C(C)(C)C)cc12,90,108,94,94,105,105,90,99,98

# The list continues:
SMILES,NCI-H226,NCI-H460,HT29,COLO 205,SW-620,KM12,HCT-116,NCI-H322M,HCT-15
CCS(=O)(=O)C(Br)CBr (stereo not drawn),91,111,110,106,109,100,99,86,95
CSc1ccc(C(=O)Nc2ccc3nnn(/C(C#N)=C/c4ccccn4)c3c2)cc1,-53*,-40*,-87*,-66*,nt,-57*,-5.0*,58,-42*
CN(/N=N/c1nc[nH]c1C(N)=O)C(C)(C)C,75,73,97,86,81,93,54,79,90
NC1CC2CCC1C2 (stereo not drawn),102,109,102,108,nt,120,104,102,98
CCNCCNc1cc(-c2ccc(C(F)(F)F)cc2)c(C#N)c2nc3ccccc3n12,-66*,-81*,-62*,-80*,-74*,-85*,-95*,-56*,-75*
Cc1ccncc1CNC(=O)c1ccccc1,107,110,112,128,114,113,107,106,110
COc1cc(-c2nc3cc(C)ccn3c2N)ccc1O,108,100,100,109,100,103,98,105,98
CCCCCN(CCCCC)CC(O)c1ccc(Cl)c2ccccc12 (stereo not drawn),94,44,22,41,29,48,19,60,56
O=C1[C@@H](OS(=O)(=O)N2CCCC2)[C@H](c2ccc(F)cn2)N1c1cc2c3ccccc3ccc2c2ccccc12,88,102,86,102,88,99,85,103,99
COc1ccc2c(c1OC)OCC2C (stereo not drawn),94,112,96,101,91,73,85,106,78
Cc1cc(-n2c(=O)[nH]c(=O)n(C)c2=O)ccc1Oc1ccc(SC(F)(F)F)cc1,104,113,99,102,108,107,99,117,105
S=C(Nc1ccc(Br)cc1)Nc1ccc(Br)cc1,70,34,71,113,69,37,41,78,59

# Record cards, as listed above. Values in the order: NCI-H226 | NCI-H460 | HT29 | COLO 205 | SW-620 | KM12 | HCT-116 | NCI-H322M | HCT-15
# Profile of Nc1ccc(Br)cc1Br → 91 | 113 | 110 | 111 | 101 | 111 | 101 | 94 | 99
# Profile of Cc1ccncc1CNC(=O)c1ccccc1 → 107 | 110 | 112 | 128 | 114 | 113 | 107 | 106 | 110

# Next records follow:
SMILES,NCI-H226,NCI-H460,HT29,COLO 205,SW-620,KM12,HCT-116,NCI-H322M,HCT-15
Cc1ccc2nc([C@@H](C)[C@H]3CC[C@H]4[C@@H]5CCC6=CC(=O)CC[C@]6(C)[C@H]5CC[C@]34C)[nH]c2c1,70,87,45,68,93,82,52,91,64
CCOc1nc(OCC)c2[nH]c(C(=O)O)c(Br)c2n1,106,118,nt,113,109,102,101,122,100
C/C(=C(/c1ccc(O)cc1)c1ccc(OCCN(C)C)cc1)c1ccccc1,89,94,22,64,101,81,68,77,74
N#Cc1c(O)c2c(c(O)c1C#N)C(=O)c1ccccc1C2=O,88,23,0.7*,-4.0*,8.2*,73,1.9*,38,27
Cc1ccc(NC(=O)/C=C/C(=O)O)c(NC(=O)/C=C/C(=O)O)c1,96,105,104,nt,105,105,90,86,96
CCC(C#N)C(N)=O (stereo not drawn),99,102,108,116,102,110,93,nt,103
CC(C)(C)c1nn(-c2ccccc2)c2c1COCN2Cc1ccncc1,87,101,109,102,100,97,90,127,101
O=C1OC(=O)C2C3C=CC(CC3)C12 (stereo not drawn),100,102,101,96,98,95,96,88,95
CC(=O)Nc1ncc(Sc2ccc([N+](=O)[O-])cc2)s1,114,112,112,116,126,115,112,108,100
CN(Cc1ccccc1)c1nc(Cl)c(C2CC(c3ccc(Br)cc3)=NN2c2ccccc2)s1 (stereo not drawn),104,107,92,95,98,90,88,97,98
COc1cc(-c2nc(C(=O)Nc3ccc(CC(=O)O)cc3)nn2-c2ccc(Cl)cc2)cc(OC)c1OC,95,104,94,105,102,99,101,93,104
CCNc1ccc2c(c1)Cc1ccccc1-2,97,91,104,103,100,100,106,97,62
C=CCn1c(SCC(=O)Nc2ccc(C(=O)/C=C/c3ccccc3Cl)cc2)nnc1-c1c[nH]c2ccccc12,92,110,100,113,108,101,31,100,92
CC(=O)Nc1cccc(C2=CC(c3ccc(C)cc3)n3ncnc3N2)c1 (stereo not drawn),93,107,109,nt,102,97,103,107,99
Cc1c(C(N)=O)sc2ncn(CC(=O)Nc3ccc(Cl)cc3)c(=O)c12,105,110,126,nt,106,117,105,114,117
Cc1ccc(/C=N/Nc2ccc([N+](=O)[O-])cn2)cc1,118,108,96,131,113,95,94,135,97
COC1=NC2=NCCN2C(OC)=N1,103,116,116,114,105,115,98,114,103
CC1=C(C(=O)OCc2ccccc2)C(c2cccc(C#N)c2)C(C(=O)OCc2ccccc2)=C(C)N1,53,36,52,53,34,55,23,84,27
CCOC(=O)COC(C)C(=O)OCC (stereo not drawn),96,108,111,112,110,119,102,122,98
Cc1ccn(C)c(=N)c1,99,99,100,112,96,107,96,94,91
O=C(c1ccccc1)N1N=C(c2ccc(-n3ccc(C(F)(F)F)n3)c(F)c2)CC1c1ccc[nH]1 (stereo not drawn),108,102,99,116,108,104,105,99,100
COc1ccc(-c2csc(-c3cc(Cl)cc(Cl)c3Cl)n2)cc1,89,98,101,92,46,87,108,99,89
CC[C@H](C)[C@@H](C(=O)O)n1cc(CNC(=O)[C@H](CC(C)C)NC(=O)OCc2ccccc2)nn1,nt,108,nt,118,108,107,99,106,93
O=C(CCc1nnc2sc(-c3ccccc3O)nn12)c1nc2ccccc2[nH]1,86,90,99,nt,88,80,72,82,65
O=c1[nH]c2ccccc2c2nc3ccccc3c(=O)n12,87,101,103,108,100,100,98,105,108
COc1ccc(-c2nc(SC(C)C)nc(Oc3ccc(/C=C4/SC(=O)NC4=O)cc3)c2C#N)cc1,103,78,105,115,97,96,80,96,78
CC(O)CCC(C)[N+](=O)[O-] (stereo not drawn),109,109,113,111,104,103,109,99,102
COc1ccc(NCc2cn(-c3ccc(C(=O)O)cc3)nc2-c2ccc(F)cc2)cc1,104,106,117,117,105,nt,96,106,98
COP(C)(=O)/C(Cc1ccccc1)=N\O (stereo not drawn),99,105,101,105,90,104,111,101,107
Cc1c(C(=O)C2C(=O)N(C)N=C2C(F)(F)F)nnn1-c1ccccc1 (stereo not drawn),94,99,98,104,94,100,85,104,98
